JMJD2A Tudor inh – qHTS Assay for Inhibitors of JMJD2A-Tudor Domain | Lysine-specific demethylase 4A (Homo sapiens), O75164 | AlphaScreen JMJD2A-Tudor / H3K4me3 peptide binding | Potency, µM (doses to about 114 µM), inactives show top-dose activity change, negative = inhibition, most hits filed as inhibitors | hit rate 4.4% among 390,000; note: potency is the fitted concentration of half-maximal effect; % is set by controls: 0 for no effect and ±100 for the full control effect; nearly all actives have a fitted effect of over 50% in size
PI4K2A block – qHTS for small molecular inhibitors of PI4K2A; purified PI4K2A, ADP-Glo luminescence, 1 h; hits give low values; Phosphatidylinositol 4-kinase type 2-alpha (Homo sapiens), Q9BTU6; AID 1346378, 2018; activity change, negative = inhibition, % at 76.9 µM; hit rate 0.13% among 420,000; in the data active = activity change below about -50%; inconclusive = mostly about -30% to -49%;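 note: -100% = wells without enzyme as full effect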
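In this quantitative HTS, ADP production by PI4K2A was quantified luminescently after 1 h at ambient temperature; 100 microM adenosine served as plate-quality control.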
BAZ2B inh – qHTS Assay for Inhibitors of BAZ2B. Potency, µM (titrated, usually from 114 µM), for the others: top-dose activity change, negative = inhibition, usual class: inhibitors. Bromodomain adjacent to zinc finger domain protein 2B (Homo sapiens), Q9UIF8. AlphaScreen BAZ2B-H3K14Ac peptide displacement. hit rate 4.4% among 360,000; note: potency is the fitted concentration of half-maximal effect; % is set by controls: 0 for no effect and ±100 for the full control effect; nearly all actives have a fitted effect of over 60% in size
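Protein-peptide AlphaScreen: BAZ2B 50 nM, b-H3K14Ac 50 nM, 1x PBS pH 7.4 + 0.01% Tween-20. Preincubation 30 min RT; cpd 30 min RT (top 110 uM); beads 20 min RT, light-protected.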
G9a block – qHTS Assay for Inhibitors of Histone Lysine Methyltransferase G9a. hit rate 8.8% among 350,000. G9a H3K9 monomethylation, AlphaScreen, 2 h. Potency, µM (series often up to 102 µM), for the others: top-dose activity, negative = inhibition, most hits filed as inhibitors. AID 504332, 2011; note: potency is the fitted concentration of half-maximal effect; % is set by controls: 0 for no effect and ±100 for the full control effect; nearly all actives have a fitted effect of over 75% in size
Target sequence (Q96KQ7 913-1193 limits assumed): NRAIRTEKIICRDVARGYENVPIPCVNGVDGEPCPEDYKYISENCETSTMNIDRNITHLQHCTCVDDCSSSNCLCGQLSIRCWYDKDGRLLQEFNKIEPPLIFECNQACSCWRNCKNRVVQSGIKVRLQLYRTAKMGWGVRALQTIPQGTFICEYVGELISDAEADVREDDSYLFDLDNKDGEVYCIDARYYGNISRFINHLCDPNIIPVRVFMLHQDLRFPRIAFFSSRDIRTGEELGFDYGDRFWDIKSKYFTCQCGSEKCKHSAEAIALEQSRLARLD
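AlphaScreen read-out: biotin-H3K9 peptide (500 nM) methylation by 20 nM enzyme with 20 uM SAM, 2 h at room temperature after 15 min compound preincubation; anti-monomethyl H3K9 antibody plus donor/acceptor beads, 10 min dark.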
GLS inhibitor – qHTS for Inhibitors of Glutaminase (GLS); Glutaminase kidney isoform, mitochondrial (Homo sapiens), O94925; AID 624170, 2012; hit rate 0.21% among 410,000; GLS enzymatic activity, qHTS titration; Potency, µM (series often up to 45.5 µM), inactives show top-dose activity change, negative = inhibition, usual class: inhibitors; note: potency is the fitted concentration of half-maximal effect; % is set by controls: 0 for no effect and ±100 for the full control effect
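Human kidney-isoform GLS in 45 mM KH2PO4 pH 8.2, 0.02% Tween-20, with compound, started with 1mM L-Glutamine (added stock). Glutamate oxidase/HRP/Amplex red coupled fluorescence read at start and after 30 min at RT.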
Pin1 inh – qHTS Assay to Find Inhibitors of Pin1. Pin1 FP peptide displacement, HiFluor488, 10 min. Potency, µM (doses to about 115 µM), inactives show top-dose activity, negative = inhibition, most hits filed as inhibitors. hit rate 0.009% among 390,000. AID 504891, 2011; active = well fitted inhibition curve with a large enough effect in the polarisation, with a control signal flat, not every such curve was filed as active; inconclusive = small, poorly fitted or top-dose-only effect, or effect the other way, or a change in a side signal; inactive = no such curve, though single readings can be large or run the other way; the % refers to the polarisation; note: potency is the fitted concentration of half-maximal effect; % is set by controls: 0 for no effect and ±100 for the full control effect
Target sequence (Q13526 whole entry, looked up): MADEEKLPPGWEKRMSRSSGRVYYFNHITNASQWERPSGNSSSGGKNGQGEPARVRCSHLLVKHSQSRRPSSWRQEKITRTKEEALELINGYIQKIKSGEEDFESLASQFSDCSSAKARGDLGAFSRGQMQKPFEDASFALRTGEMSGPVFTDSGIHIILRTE
PGK inhibitor – qHTS Assay to Find Inhibitors of Phosphoglycerate Kinase; PGK/GAPDH coupled, Kinase-Glo luminescence, 60 min; Potency, µM (doses to about 57.5 µM), inactives show at the highest dose activity change, negative = inhibition, hits mostly inhibitors; Phosphoglycerate kinase, glycosomal (Trypanosoma brucei brucei), P07378; hit rate 0.043% among 380,000; note: potency is the fitted concentration of half-maximal effect; % is set by controls: 0 for no effect and ±100 for the full control effect; nearly all actives have a fitted effect of over 60% in size
Target sequence (P07378 whole entry, looked up): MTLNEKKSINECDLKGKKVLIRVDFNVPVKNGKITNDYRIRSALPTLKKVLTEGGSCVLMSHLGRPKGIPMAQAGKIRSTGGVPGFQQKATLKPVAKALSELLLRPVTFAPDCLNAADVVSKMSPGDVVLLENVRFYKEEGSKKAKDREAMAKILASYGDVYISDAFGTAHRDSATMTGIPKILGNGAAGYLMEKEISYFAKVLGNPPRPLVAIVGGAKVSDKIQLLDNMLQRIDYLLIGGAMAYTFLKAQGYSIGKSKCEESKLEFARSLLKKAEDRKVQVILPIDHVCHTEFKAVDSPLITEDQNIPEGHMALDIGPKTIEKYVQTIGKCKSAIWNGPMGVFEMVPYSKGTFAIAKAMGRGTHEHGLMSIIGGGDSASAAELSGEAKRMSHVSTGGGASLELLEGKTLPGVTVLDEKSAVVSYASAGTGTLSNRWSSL
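Recombinant glycosomal PGK reaction used 1,3-bisphosphoglycerate generated in-well by GAPDH (100nM final) in 100mM TEA pH 7.6, 5mM MgCl2, 0.01% Tween-20. After 60 minutes at room temperature, ATP was read by Kinase-Glo Plus luminescence end-point.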
ERG Ets-DNA blk – qHTS for Small Molecule Inhibitors of the ERG Ets/DNA interaction. Transcriptional regulator ERG (Homo sapiens), P11308. fluorescence polarization, His-ERG Ets domain / labelled DNA. Potency, µM (doses to about 76.9 µM), without a hit: top-dose FP activity, negative = inhibition, most hits filed as inhibitors. hit rate 0.028% among 370,000. AID 624246, 2012; active = well fitted inhibition curve with a large enough effect in the polarisation, with a control signal flat; inconclusive = small, poorly fitted or top-dose-only effect, or effect the other way, or a change in a side signal; inactive = no such curve, though single readings can be large or run the other way; the % refers to the polarisation;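 note: polarization taken with two DNA probes labelled with fluorescein and Texas red; potency is the fitted concentration of half-maximal effect; % of control where 0% means no effect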
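His-tagged ERG Ets domain (1 uM in the protein solution; 300mM KCl, 50mM Tris-HCl, 1mM EDTA, 1mM DTT, pH 7.5) received compound, then a probe mix of 5 nM fluorescein-DNA and 100nM Texas-615-DNA. Fluorescence polarization was read for both dyes.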
HP1b chromo inh – HTS for Inhibitors of HP1-beta Chromodomain Interactions with Methylated Histone Tails; AlphaScreen HP1-beta / biotin-H3K9me3 peptide binding; Chromobox protein homolog 1 (Homo sapiens), P83916; AID 540317, 2011; hit rate 0.56% among 390,000; Potency, µM (series often up to 114 µM), inactives show at the highest dose activity change, negative = inhibition, actives largely listed as inhibitors; note: potency is the fitted concentration of half-maximal effect; nearly all actives have a fitted effect of over 70% in size; inactives centre near 23
Target sequence (P83916 whole entry, looked up): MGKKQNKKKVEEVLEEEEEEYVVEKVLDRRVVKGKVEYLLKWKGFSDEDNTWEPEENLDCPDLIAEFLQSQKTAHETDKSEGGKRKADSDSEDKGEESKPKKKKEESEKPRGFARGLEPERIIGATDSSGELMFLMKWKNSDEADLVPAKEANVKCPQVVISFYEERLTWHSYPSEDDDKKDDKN
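HP1-beta protein (50 nM final) preincubated 30 min at room temperature with biotinylated H3(1-18)K9me3 peptide (50 nM) in PBS pH 7.4, 0.01% Tween-20, then compound added for 30 min. AlphaScreen streptavidin donor/nickel chelate acceptor beads (10 ug/mL final), 30 min dark, luminescence read.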
* marks the source's active call; other numbers are inactive results; i = inactive; ? = inconclusive; · = no result given; [ ] = remark or other dose. Unless noted, calls come from the whole dose curve; as a rule, active = well fitted curve in the direction sought with a large enough effect; inconclusive = small, poorly fitted or top-dose-only effect, or another doubt; inactive = no such curve, though single readings can be large; an effect the other way counts as inactive or inconclusive.

Order of values – JMJD2A Tudor inh | PI4K2A block | BAZ2B inh | G9a block | GLS inhibitor | Pin1 inh | PGK inhibitor | ERG Ets-DNA blk | HP1b chromo inh
- CC(=O)c1c(C)n(-c2cccc(C)c2)c2ccc(OC(=O)COc3ccccc3)cc12
 : -12% | -2 | 0% | -24%[59 µM] | 1% | 17% | -6% | -24% | 62%[activator]
- CCOC(=O)[C@H]1[C@H]2COc3ccc(Cl)cc3[C@@H]2N2C(=O)[C@H](C)NC(=O)[C@@]12C
 : -4% | -1 | · | · | 3% | 2% | 3% | 11% | 29%
- O=C(Nc1ccccc1C(=O)NCCCN1CCOCC1)c1ccc(Cl)cc1
 : -4% | 4 | -14% | 27% | -11% | -13% | 0% | 29% | 11%
- O=C1/C(=C/c2c[nH]c3ccccc23)CCC/C1=C\c1c[nH]c2ccccc12
 : -24% | -2 | ? | ? | -5% | ? | i | 28% | 2%
- COc1cccc(NC(CNS(=O)(=O)c2ccc(Cl)cc2)c2ccccc2)c1 (stereo unspecified)
 : -34% | -5 | -4% | -2%[59 µM] | 45%[activator] | 2% | · | -6% | 34%
- COc1cccc(CN(C)C(=O)c2ccc(C)c(S(=O)(=O)N3CCCCC3)c2)c1
 : -10% | -4 | 4% | 7%[12.7 µM] | -4% | 0% | i | 13% | 39%
- Cc1ccc(-c2c(NC(=O)C(C)C)n(C)c3ccccc3c2=O)cc1
 : -12% | -1 | 4% | 18% | 3% | 4% | -6% | -9% | 6%
- COCCCn1c(=O)c2sccc2n2c(CCCC(=O)NC3CCC(C)CC3)nnc12 (stereo unspecified)
 : -11% | -2 | -19% | -1%[59 µM] | 1% | -22% | 6% | -2% | 25%
- Cc1cc(CNC(=O)c2cccnc2Cl)c2ccccc2n1
 : -8% | 3 | -36% | ? | 1% | 1% | 1% | 3% | 23%
- COc1cc(/C=C2\SC(=Nc3cccnc3)NC2=O)cc(OC)c1OC
 : -12% | -3 | ? | · | -3% | ? | -12% | 91%[activator] | 0%
- COc1ccc(C(O)(CC(C)C)C(CN2CCOCC2)c2ccccc2)cc1 (stereo unspecified)
 : -17% | -4 | -19% | ? | 8% | -2% | -1% | 2% | 11%
- CC(C)c1nc(-c2ccccn2)no1
 : -23% | 4 | 10% | -40% | -13% | -1% | -9% | -6% | 6%
- CS(=O)(=O)N(CC(=O)N1CCCCC1)c1ccc(Cl)c(C(F)(F)F)c1
 : 7% | -2 | -34%[57.1 µM] | 94%[activator][59 µM] | 1% | -2% | -1%[11.5 µM] | · | 29%
- O=C1CCCC(O)=C1C=NCCc1ccccc1
 : -5% | 2 | 9% | -16%[59 µM] | 16% | 0% | 6% | -2% | 14%
- CCN(CC)S(=O)(=O)c1cccc(-c2nnc(SCC(=O)N3CCC(C(=O)O)CC3)n2N)c1
 : -8% | 3 | -3% | -1% | 8% | 8% | 2% | 5% | 39%[activator]
- Cc1cccc(-c2cc3nc4c(c(N5CCCC(O)C5)n3n2)CCC4)c1 (stereo unspecified)
 : -15% | 1 | 8% | ? | -13% | 9% | -2%[11.5 µM] | · | 34%
- O=C1c2ccccc2C(=O)N1c1cccc2ccccc12
 : 0% | 4 | -23% | 3% | 33% | -6% | 14% | -2% | 22%
- COc1ccc(C(=O)/C=C/c2cn(CC(O)CN(CC(C)C)CC(C)C)c3ccccc23)cc1OC (stereo unspecified)
 : -34% | · | -18% | -5%[59 µM] | · | ? | · | -7% | 29%
- Cc1ccccc1/[N+]([O-])=C/c1cccs1
 : 3% | 1 | 3% | 15% | 3% | 0% | · | 6% | 48%[activator]
- Cn1cc(C(=O)N2CCN(c3cccc(C(F)(F)F)c3)CC2)c2c3ccccc3n(C)c2c1=O
 : -25% | 3 | -28% | -33%[59 µM] | -8% | -1% | -4% | -6% | 17%
- O=C(NC(=S)Nc1ccc2oc(=O)ccc2c1)c1ccccc1F
 : -8% | -4 | -2% | 22%[12.7 µM] | 5% | -2% | 6% | -2% | 23%
- CN(CC(=O)Nc1ccc2c(c1)OCCO2)S(=O)(=O)c1ccc(Br)s1
 : -7% | -15 | -5% | -30%[59 µM] | 2% | -1% | -7% | -1% | 3%
- O=C(c1ccc(CS(=O)(=O)c2ccccc2)o1)N1CCN(c2ncccn2)CC1
 : -4% | 0 | ? | -21% | -4% | 1% | -3% | 4% | 28%
- CCC(C)(CC(=O)O)CC(=O)Nc1cc(C(F)(F)F)cc(C(F)(F)F)c1 (stereo unspecified)
 : -6% | 2 | -2% | · | -5% | -1% | 4% | -4% | 23%
- CCOC(=O)c1c(C)[nH]c(C(=O)OCC(=O)Nc2ccc(OC)c(Cl)c2)c1C
 : -12% | 2 | 5% | 10%[12.7 µM] | 1% | 8% | -3% | -10% | 18%
- COc1ccc(Nc2cc(C(=O)NCc3ccccc3OC)c3ccccc3n2)cc1
 : -19% | 6 | -1% | -14%[59 µM] | 4% | 14% | i | -1% | 26%
- COc1cc(S(=O)(=O)Nc2ccccc2C(=O)N2CCCCC2)ccc1NC(C)=O
 : 1% | 1 | 0% | 23%[12.7 µM] | 0% | -4% | 5% | 10% | 43%[activator]
- Cc1ccccc1C(=O)NC(=S)NC1CC1
 : -12% | 4 | 5% | -4% | -6% | -3% | -3% | 0% | 60%[activator]
- Cc1ccc(SCc2cn3ccccc3n2)cc1
 : -6% | -7 | -38% | -4% | -4% | -4% | -2% | -8% | 17%
- Cc1c(Cc2c(C)n(C)n(-c3ccccc3)c2=O)c(=O)n(-c2ccccc2)n1C
 : 19%[57.1 µM] | -1 | 4% | -5% | 2% | -3% | 7% | -11% | 46%[activator]
- Cc1ccc(C2(c3noc(CN(C)CCO)n3)CCCC2)cc1
 : -15% | -3 | -2% | · | 7% | 10% | -3% | -5% | 21%
- COc1ccc(CNC(=O)c2cc(=O)[nH]c3ccc(S(=O)(=O)N4CCCC4)cc23)c(OC)c1
 : -3% | -2 | 0% | 9%[59 µM] | 4% | 7% | -5% | 6% | 30%
- Cc1ccsc1CN(C(=O)COc1ccc(Cl)cc1)C1CCS(=O)(=O)C1 (stereo unspecified)
 : -7% | -1 | -11% | 3%[59 µM] | 3% | 3% | · | 3% | 32%
- CCN(N=O)[C@@H](Cc1ccccc1)CN(N=O)[C@@H](Cc1ccccc1)CN(C)N=O
 : -32% | -5 | -31% | 7%[59 µM] | -10% | -2% | -10% | 3% | 20%
- CCOc1cc(C(=O)OCC(=O)Nc2ccc(Cl)cn2)ccc1OCC(=O)N1CCOCC1
 : -19% | -7 | 3% | -2%[59 µM] | 7% | 5% | -2% | 0% | 21%
- Cc1ccc(-n2c(Cc3cccn3C)nnc2SCC(=O)N2CCc3ccccc32)cc1
 : ? | -11 | 50µM* | 45µM* | -2% | 16% | 5% | 1% | ?
- COC(=O)c1ccc(/C=N/NC(=O)c2cccc(F)c2)cc1
 : -36% | -15 | -14% | -42%[12.7 µM] | 1% | 45%[activator] | -13% | 0% | 15%
- CN(C)S(=O)(=O)Nc1ccc2c(c1)OCO2
 : -1% | 0 | 3% | ? | 29% | -1% | -7% | -7% | 31%[activator]
- Cc1nc(Cl)c(C(=O)NCCC(C)C)c(C)c1[N+](=O)[O-]
 : -9% | 2 | 12% | 19% | 8% | 8% | 10% | -11% | 29%
- C=C(C)C1Cc2nc(N)nc(C)c2C1 (stereo unspecified)
 : 2% | -1 | -3% | 9%[12.7 µM] | 2% | -4% | -8% | -8% | 34%
- CCOC(=O)N1C=CC(C)=C[C@@H]2[C@@H](N3C(=O)c4ccccc4C3=O)C(=O)N21
 : -8% | 7 | 2% | 2%[59 µM] | 10% | -4% | i | · | 19%
- Cc1ccc(C(=O)NCCc2ccc(Cl)cc2)cc1-n1c(C)nc2cccnc21
 : 7% | 3 | -4% | 8%[59 µM] | 5% | 1% | 2% | -2% | 53%[activator]
- CCOc1ccc(S(=O)(=O)N(CC)CC)cc1NC(=O)c1ccc(N2CCCC2=O)cc1
 : -11% | -1 | -25% | 41% | -10% | 3% | 4% | -2% | 17%
- CCC(C)(C)C1CCC2(CC1)NC(=O)N(CC(=O)NC(C)CCc1ccccc1)C2=O (stereo unspecified)
 : -11% | 1 | -4% | ? | 2% | -5% | 9% | -7% | 8%
- O=C(N/N=C/c1ccc(Br)s1)Nc1ccccc1
 : -13% | 5 | -15% | -26% | -1% | -3% | i | 11% | 11%

Structural class: the compounds so far containing a COOH group
Order of values – JMJD2A Tudor inh | PI4K2A block | BAZ2B inh | G9a block | GLS inhibitor | Pin1 inh | PGK inhibitor | ERG Ets-DNA blk | HP1b chromo inh
- CCN(CC)S(=O)(=O)c1cccc(-c2nnc(SCC(=O)N3CCC(C(=O)O)CC3)n2N)c1
 : -8% | 3 | -3% | -1% | 8% | 8% | 2% | 5% | 39%[activator]
- CCC(C)(CC(=O)O)CC(=O)Nc1cc(C(F)(F)F)cc(C(F)(F)F)c1 (stereo unspecified)
 : -6% | 2 | -2% | · | -5% | -1% | 4% | -4% | 23%

High-throughput results as filed in PubChem.
